# BAP1 inh: inhibitors of BAP1 deubiquitinase, primary screen, biochemical, Ub-AMC fluorescence, kinetic; Ubiquitin carboxyl-terminal hydrolase BAP1 (Homo sapiens), Q92560; AID 436, 2006; hit rate 0.48% among 72,000; recombinant BAP1, Ub-AMC hydrolysis fluorescence kinetic; stronger effect = lower value; activity remaining (% of control), % at 20 µM;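 active = activity remaining at or below 50% of control, provided the compound also passes the data quality filters; inactive = the rest, including low values that fail the filters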;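 note: 100% = DMSO wells rate and 0% = substrate alone blank rate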
# Target sequence (Q92560 whole entry, looked up): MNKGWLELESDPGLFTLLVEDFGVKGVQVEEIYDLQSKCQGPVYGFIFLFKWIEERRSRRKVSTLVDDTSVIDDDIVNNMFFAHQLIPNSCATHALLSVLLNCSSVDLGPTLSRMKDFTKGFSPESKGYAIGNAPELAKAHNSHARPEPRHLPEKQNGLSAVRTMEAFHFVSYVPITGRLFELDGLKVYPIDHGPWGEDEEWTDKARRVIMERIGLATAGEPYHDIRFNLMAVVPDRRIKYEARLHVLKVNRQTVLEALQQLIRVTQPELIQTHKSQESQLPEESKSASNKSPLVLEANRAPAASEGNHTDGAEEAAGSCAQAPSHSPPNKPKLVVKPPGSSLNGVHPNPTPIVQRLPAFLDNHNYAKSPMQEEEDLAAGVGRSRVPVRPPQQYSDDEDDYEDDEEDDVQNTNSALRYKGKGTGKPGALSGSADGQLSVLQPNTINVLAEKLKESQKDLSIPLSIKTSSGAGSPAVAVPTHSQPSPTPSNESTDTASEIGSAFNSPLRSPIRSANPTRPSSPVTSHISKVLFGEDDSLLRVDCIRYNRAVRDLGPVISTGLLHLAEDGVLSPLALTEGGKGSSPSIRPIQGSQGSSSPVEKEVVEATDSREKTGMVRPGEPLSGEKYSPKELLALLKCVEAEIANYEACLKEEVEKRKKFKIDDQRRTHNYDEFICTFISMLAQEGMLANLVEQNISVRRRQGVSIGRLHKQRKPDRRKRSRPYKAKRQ
# HePTP inhibitor: inhibitors of human HePTP phosphatase, primary screen, biochemical, absorbance, leukemia target; recombinant HePTP phosphatase activity, OD absorbance; inhibition, % at 20 µM; hit rate 0.64% among 110,000; AID 521, 2006; in the data active = inhibition above about 50%;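 note: plate controls were vehicle for no effect and reference inhibitor for full effect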
# Target sequence (P35236 whole entry, looked up): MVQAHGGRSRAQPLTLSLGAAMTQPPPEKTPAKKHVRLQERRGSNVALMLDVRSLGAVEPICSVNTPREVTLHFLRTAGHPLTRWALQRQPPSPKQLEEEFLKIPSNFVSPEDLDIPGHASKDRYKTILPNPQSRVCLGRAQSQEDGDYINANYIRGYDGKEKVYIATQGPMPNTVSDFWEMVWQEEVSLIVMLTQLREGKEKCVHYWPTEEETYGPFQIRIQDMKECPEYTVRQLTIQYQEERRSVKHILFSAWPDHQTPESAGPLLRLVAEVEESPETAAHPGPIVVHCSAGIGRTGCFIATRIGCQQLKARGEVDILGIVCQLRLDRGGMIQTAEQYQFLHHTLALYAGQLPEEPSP
# * = called active by the depositor; i = inactive; / = not tested or not shown; & = joins results of further samples. Outcome played no part in choosing rows. Share with any hit: about 0.83%.
# Sequence of screens – BAP1 inh	HePTP inhibitor
COc1ccc(S(=O)(=O)NCCN2CCOCC2)cc1
→ /	-6.0
COc1ccc(-n2c(SCc3ccc(C#N)cc3)nnc2-c2ccccn2)cc1
→ 99.9	4.2
CCCc1ccc(OCC(=O)NNC(=O)C2COc3ccccc3O2)cc1 (centres undefined)
→ /	-3.6
O=C(NNC(=O)C1CCCO1)c1ccc(Cl)cc1 (centres undefined)
→ /	-1.8
COCCNC(=O)C(c1cccs1)N(CCc1ccccc1)C(=O)Cn1nnc2ccccc21 (centres undefined)
→ 97.9	7.0
CCOC(=O)c1c(NC(=O)c2nn(CC)cc2Br)sc(C)c1C
→ i	6.3
O=C1/C(=C/c2ccc([N+](=O)[O-])cc2)C=C(c2ccccc2)N1c1ccc(O)cc1
→ /	8.5
COc1ccc(CN2CCOCC2)cc1Br
→ 96.4	6.0
O=C(CSc1nnc(-c2c[nH]c3ccccc23)n1-c1ccc(F)cc1)NCc1ccco1
→ 69.8	/
Cn1c(SCC(=O)NCc2ccco2)nnc1-c1c[nH]c2ccccc12
→ 99.0	-5.9

# Given tab-delimited: entries from further up
Molecule	BAP1 inh	HePTP inhibitor
COc1ccc(-n2c(SCc3ccc(C#N)cc3)nnc2-c2ccccn2)cc1	99.9	4.2
CCCc1ccc(OCC(=O)NNC(=O)C2COc3ccccc3O2)cc1 (centres undefined)	/	-3.6
O=C(NNC(=O)C1CCCO1)c1ccc(Cl)cc1 (centres undefined)	/	-1.8

# Next records follow.
# Sequence of screens – BAP1 inh	HePTP inhibitor
CCC(=O)N(Cc1cc2cccc(C)c2[nH]c1=O)c1ccccc1OC
→ 85.1	1.0
COc1cc(NC(=O)c2ccc(OCc3ccccc3)cc2)ccc1NC(=O)c1ccco1
→ /	3.7
CCOC(=O)c1cn(CC(=O)Nc2ccc3c(c2)OCCO3)nn1
→ 108.6	1.6
COC(=O)c1c(N)sc(C)c1-c1ccc(C)cc1
→ /	8.5
CC1=C(C(=O)OCCOc2ccccc2)C(c2ccc(F)cc2)C2=C(CC(C)(C)CC2=O)N1 (centres undefined)
→ /	-0.3
COc1ccc(/C(N)=N/OC(=O)c2cccc(Br)c2)cc1
→ /	-6.8
COc1ccc(OC)c(N=Cc2c(O)n(-c3ccccc3C)c(=O)[nH]c2=O)c1
→ /	-5.7
CCc1cc(=O)oc2cc(OC/C=C/c3ccccc3)ccc12
→ /	2.3
CCCCN(C)S(=O)(=O)c1cc(Br)cc2c1N(C(=O)C1CC1)CC2
→ /	0.6
CC1CCCCC1NC(=O)C1CCN(C(=O)NC2CCCCC2)CC1 (centres undefined)
→ 83.5	6.5
CCOc1cc(/C=N/n2nnnc2N)ccc1O
→ /	-1.8
O=C(Nc1ccc(NC(=O)c2ccccc2[N+](=O)[O-])cc1)c1ccco1
→ /	0.7
CSc1nc2ccccc2c(=O)n1N
→ 86.5	16.9
Cc1onc(C(=O)N2CCC(C(N)=O)CC2)c1-c1ccccc1Cl
→ 99.8	4.5&7.2
Cc1ccc(-c2csc(NC(=O)c3ccc(Cl)c(Cl)c3)n2)cc1
→ /	4.7
C[n+]1cccc(C(=O)NCCO)c1
→ /	4.6
Cc1ccc(C(=O)O)cc1NC(=O)C1CC=CCC1C(=O)O (centres undefined)
→ /	-6.2
CC1=C(C(=O)Nc2ccccn2)C(c2ccc(N(C)C)cc2)n2ncnc2N1 (centres undefined)
→ 74.0	-6.9
CC(C)C(=O)Nc1nnc(SCC(=O)NC2CC2)s1
→ 85.3	-5.9
O=C1c2ccccc2C(=O)N1CCc1nc2ccccc2c(=O)n1-c1cccnc1
→ /	6.0
O=C(C1CCN(S(=O)(=O)c2cnc[nH]2)CC1)N1CCc2ccccc2C1
→ 92.0	4.2
CCOc1ccc(-c2noc(-c3cccnc3)n2)cc1OC
→ 82.4	8.1
COc1ccc(N2C(=O)C3C4C=CC(CC4)C3C2=O)cc1 (centres undefined)
→ /	2.2
CCCNS(=O)(=O)c1cccc2cccnc12
→ 104.9	2.6
O=C(CN1CCN(Cc2ccccc2)CC1)NC(=O)NC1CCCCC1
→ 108.6	5.2
COC(=O)CN(c1cc(C)ccc1OC)S(C)(=O)=O
→ /	2.5
CCC(C)N1CC(O)=C(c2nc3ccccc3[nH]2)C1=N (centres undefined)
→ 118.7	3.2
CCn1c(N)c(C(=O)NCc2ccco2)sc1=S
→ 84.7	12.9
O=C1NC2(c3ccccc3)NC(=O)NC2(c2ccc(C34NC(=O)NC3(c3ccccc3)NC(=O)N4)cc2)N1 (centres undefined)
→ /	-7.3
Cc1cccc(OCC(=O)O/N=C(\N)Cc2cccc3ccccc23)c1
→ /	-6.7
CCC(=O)c1ccc(OCCN2CCOCC2)cc1
→ 118.4	8.6
Cc1cccc(N2CCCn3c2nc2c3c(=O)n(CCN3CCOCC3)c(=O)n2C)c1
→ 74.6	5.9
CN(C)c1ccc(-c2nn3c(-c4ccc(Cl)cc4Cl)nnc3s2)cc1
→ 47.2*	/
CCOC(=O)CSc1nc2c(c(-c3ccc(C)o3)c1C#N)CCCC2
→ /	2.1
CCOC(=O)c1c(NC(=O)c2ccc([N+](=O)[O-])cc2)sc(C(=O)N2CCCCCC2)c1C
→ 82.8	4.2
C/C(=N\NC(=O)COc1ccc(Cl)cc1Cl)c1ccc([N+](=O)[O-])cc1
→ /	2.7
Cc1ccc(C(=O)NCCCn2ccnc2)o1
→ 97.9	-4.1&-12.4
O=C1CSC(=S)N1c1ccc(F)c(Cl)c1
→ /	0.9
C=CCN1C(=O)/C(=C\c2ccccc2)C(C(=O)OC)=C1C
→ /	-26.7
CC(=O)N1c2ccccc2NC2=C(C(=O)CC(c3ccccc3)C2)C1c1cccc([N+](=O)[O-])c1 (centres undefined)
→ /	0.7
COc1ccccc1N1C(=O)c2cccc3c(N4CCCC4)ccc(c23)C1=O
→ /	4.1
Nc1nonc1N1CCCCC1
→ 101.3	1.5
O=C(c1ccc(F)cc1)N1CCN(Cc2ccccc2Cl)CC1
→ /	8.7
O=C(O)CSc1ccccn1
→ 103.9	-5.5
CCOC(=O)c1ccccc1NC(=O)CN1C(=O)CCS(=O)(=O)c2ccccc21
→ 104.6	-5.2
COC(=O)[C@@H](NC(=O)N(C1CCCCC1)C1CCCCC1)C(C)C
→ 100.4	3.6
C=CCn1c(O)c(/C=C2\C(C)=Nc3ccccc32)c(=O)[nH]c1=S
→ /	0.4
O=C(c1cccc(F)c1)N1CCN(C2CCCCCC2)CC1
→ /	4.1
CCN(CC)CCN1C(=O)C(O)=C(C(=O)/C=C/c2ccccc2)C1c1ccc(Br)cc1 (centres undefined)
→ /	9.2
Cc1sc2nc(CN(CCc3ccccc3)C(=O)c3ccco3)[nH]c(=O)c2c1C
→ /	4.9

# Next section
# Sequence of screens – BAP1 inh	HePTP inhibitor
Cc1ccc(C)n1-n1c(C)nc2sc(-c3ccccc3)cc2c1=O
→ 72.3	12.8
C=CCOc1ccccc1CNn1nnnc1N
→ 133.4	6.5
O=C(N/N=C/c1c[nH]c2ccc(Br)cc12)C(O)c1ccccc1 (centres undefined)
→ /	0.9
CC1(C)Cc2c(c(N3CCCCC3)[nH]c(=S)c2C#N)CS1
→ 50.2	3.4
O=S(=O)(c1ccccc1)N1CCN(C2CCN(Cc3ccccc3)CC2)CC1
→ 95.7	8.9
Cc1ccc(C(=O)O)cc1N1C(=O)c2ccccc2C1=O
→ /	-10.7
Cc1cc(C)c(-c2csc(NC(=O)c3ccc(S(=O)(=O)N4CCc5ccccc54)cc3)n2)c(C)c1
→ 93.1	/
O=C(OC(C(=O)NCc1ccc2c(c1)OCO2)c1ccc(Cl)cc1)c1ccco1 (centres undefined)
→ 71.9	3.4
O=C(OCc1ccco1)c1ccc(S(=O)(=O)N2CCCCC2)cc1
→ 63.8	1.3
Clc1ccc2nc(N3CCCCC3)[nH]c2c1
→ 102.3	4.4
COc1ccc(CCN(C)C(=O)C2CCCN(Cc3ccc(OC)c(OC)c3)C2)cc1OC (centres undefined)
→ 90.3	0.1
O=C(Nc1cccc(C(=O)N2CCOCC2)c1)c1cncc(Br)c1
→ 82.2	-7.4
O=C(COC(=O)Cc1cccc(C(F)(F)F)c1)NCC1CCCO1 (centres undefined)
→ 92.9	7.9
COc1ccc(CNC(=O)c2cccc(OC)c2)cc1
→ /	5.7
Cc1cccc(CNC(=O)c2ccccc2N)c1
→ 158.6	1.0
Cc1cccc(C)c1NC(=O)c1c(-c2ccccc2)noc1C
→ 103.0	-6.4
Cc1cc(C)cc(N2C(=O)NC(=O)/C(=C\c3ccccc3C)C2=O)c1
→ /	8.4
Cc1nn(-c2ccccc2)c2sc(C(=O)n3cccn3)cc12
→ /	1.7
COc1ccc(-c2nnc(SCC(=O)N3CCOCC3)o2)cc1
→ 104.6	-4.0
CN(CC(=O)O)S(=O)(=O)c1cc(Cl)ccc1Cl
→ 88.7	-3.0
COc1ccc(C2CC(c3ccc(Br)cc3)=NN2c2ccccc2)cc1OC (centres undefined)
→ 543.9	/
CN(C(=O)c1cc2sccc2n1C)C1CCCCC1
→ 87.7	-13.7
Cc1cc(O)ccc1Nc1nc(-c2sc(N)nc2C)cs1
→ 69.8	5.1
CCOC(=O)c1c(NC(=O)c2ccc(OC)cc2)sc2c1CCC2
→ /	5.3
CCOC(=O)COc1ccc(C=Nc2ccc3[nH]c(=O)[nH]c3c2)cc1OC
→ /	7.3
COCCN1C(=O)C(=O)/C(=C(/O)c2ccc(OCC(C)C)cc2)C1c1cccnc1 (centres undefined)
→ 80.5	8.8
O=[N+]([O-])c1cc(NS(=O)(=O)c2cc(Cl)ccc2Cl)ccc1Cl
→ /	6.8
CC(C)n1c(SCC(N)=O)nc2c1c(=O)[nH]c(=O)n2C
→ 123.1	-5.2
O=C(Nc1ccc2oc(-c3ccc(F)cc3)nc2c1)c1cccc(Cl)c1
→ 57.3	/
CCN(CC)C(=O)CP(=O)(c1ccccc1)c1ccccc1
→ 98.2	2.2
Cn1c(C(C#N)C(=O)c2ccco2)nc2ccccc21 (centres undefined)
→ 81.3	7.1
FC(F)(F)c1cc(-c2ccco2)nc(NCc2cccnc2)n1
→ /	4.8
O=C(NCc1cccc(F)c1)c1noc2c1CCCC2
→ 89.4	/
O=C1c2ccccc2/C(=N/N=C/C=C/c2ccco2)C1C(=O)C(c1ccccc1)c1ccccc1 (centres undefined)
→ /	44.9
Clc1ccc(SCc2cn3ccsc3n2)cc1
→ 131.2	-0.1
CCOC(=O)c1oc2ccc(S(=O)(=O)n3nc(-c4ccc(OC)cc4)cc3N)cc2c1C
→ 44.6*	0.4
COc1ccc(C2SCc3cc(C)c(C)cc3CS2)cc1OC
→ /	0.3
O=C1NC(=O)N(c2cccc(Br)c2)C(=O)/C1=C/c1ccc(O)c(Cl)c1
→ /	-1.3
CCOC(=O)c1ccc(NC(=O)c2ccccc2)cc1
→ 60.6	/
Cc1nnc(NC(=O)CSCCSCC(=O)Nc2nnc(C)s2)s1
→ /	-16.0
CCC(=O)NC(c1ccc(OC)c(OC)c1)c1c(OC(C)=O)ccc2ccccc12 (centres undefined)
→ /	8.7
Cc1ccc2[nH]c3c(c2c1)CN(C(=O)CN1CCN(c2ccccc2F)CC1)CC3
→ 92.4	0.1
CCOC(=O)c1c(C)n(CC(O)CNC(C)C)c2ccc(OC)cc12 (centres undefined)
→ /	0.5
Cc1ccc(N2C(=O)NC(=O)/C(=C\c3ccc(O)c(Br)c3)C2=O)cc1
→ /	-14.1
CCC1=NN2C(=N)/C(=C/c3ccc4c(c3)OCO4)C(=O)N=C2S1
→ /	-6.1
O=C(O)/C(=C1/OC(=O)c2ccccc21)c1ccccc1
→ 112.1	0.3
CCOC(=O)C1CCCCN1Cc1cc(Cl)ccc1O (centres undefined)
→ /	3.1
C/C(N)=C(\C#N)C(=O)NCc1ccccn1
→ 124.7	8.4
COCCSc1nnc(-c2cccc(C#N)c2)n1C
→ 100.1	6.8
Cc1ccccc1C(=O)NCCN(C)C
→ /	6.8

# In another format: three of the compounds above
O=C(CN1CCN(Cc2ccccc2)CC1)NC(=O)NC1CCCCC1
  BAP1 inh = 108.6; HePTP inhibitor = 5.2
Cc1ccc2[nH]c3c(c2c1)CN(C(=O)CN1CCN(c2ccccc2F)CC1)CC3
  BAP1 inh = 92.4; HePTP inhibitor = 0.1
FC(F)(F)c1cc(-c2ccco2)nc(NCc2cccnc2)n1
  BAP1 inh = /; HePTP inhibitor = 4.8

# Next results.
# Sequence of screens – BAP1 inh	HePTP inhibitor
COc1ccccc1NC(=O)CN(c1cccc([N+](=O)[O-])c1)S(=O)(=O)c1ccccc1
→ 87.6	7.9
CC(C)C(c1nnnn1Cc1ccc(F)cc1)N1CCN(C(=O)c2ccco2)CC1 (centres undefined)
→ 99.0	5.4
COC(=O)COc1ccc(S(=O)(=O)NCc2ccco2)cc1
→ 72.6	2.4
CCCOc1ccc(OC(=O)c2cccc(C(=O)OC)n2)cc1
→ 112.3	/
COc1ccc(Nc2ncnc3c2cnn3Cc2ccccc2)cc1
→ /	-1.3
N/C(=N\O)c1ccc(NC(=O)c2cccs2)cc1
→ 104.3	-1.8
Nc1nc2n(n1)C(c1cccs1)CC(c1ccc(F)cc1)N2 (centres undefined)
→ 93.5	4.9
O=C(c1ccco1)N1CCN(c2nc3ccccc3n3nnnc23)CC1
→ 101.7	7.1
COc1ccc2nc(-c3ccccc3)cc(C(=O)Nc3ccccc3C)c2c1
→ /	-11.0
O=C1CC(NCc2ccc3c(c2)OCO3)C(=O)N1c1ccc(F)cc1 (centres undefined)
→ /	-1.5
CS(=O)(=O)N(CC(=O)Nc1ccccc1C(=O)N1CCOCC1)c1ccc2c(c1)OCO2
→ /	3.6
COc1ccc(OCCCC(=O)Nc2nncs2)cc1
→ 106.6	10.4
Cc1cc(/C=C2/SC(=O)NC2=O)c(-c2ccccc2)n1-c1ccccc1
→ /	4.0
CC12C(=O)OC(=O)C1(C)C1CCC2O1 (centres undefined)
→ 88.0	/
O=C(CSc1nc2ccc([N+](=O)[O-])cc2s1)Nc1ccccc1[N+](=O)[O-]
→ /	5.2
